# Screening data from PubChem BioAssay.
# RGS12 GoLoco inh: RGS12 GoLoco-Gai1 interaction inhibition; 230,000 tested, 0.44% active; Potency, µM (highest dose often 61.6 µM), without a hit: at the highest dose activity, negative = inhibition, hits mostly inhibitors; P63096; Gai1:RGS12 GoLoco peptide FP, rhodamine, 10 min; active means well fitted inhibition curve with a large enough effect, not every such curve was filed as active; inactive means no such curve, though single readings can be large or run the other way; further: nearly all actives have a fitted effect of over 30% in size; many of its hits are not listed in these tables
# RECQ1 helicase: blocks DNA unwinding by human RECQ1; AID 2549; Potency, µM (series often up to 57.3 µM), for inactives: at the highest dose activity, negative = inhibition, usual class: inhibitors; RECQ1 DNA unwinding, red fluorescence kinetic read; 240,000 tested, 0.54% active; P46063;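 further: plate controls were vehicle for no effect and no enzyme for full effect; nearly all actives have a fitted effect of over 30% in size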
# Target sequence (P46063 whole entry, looked up): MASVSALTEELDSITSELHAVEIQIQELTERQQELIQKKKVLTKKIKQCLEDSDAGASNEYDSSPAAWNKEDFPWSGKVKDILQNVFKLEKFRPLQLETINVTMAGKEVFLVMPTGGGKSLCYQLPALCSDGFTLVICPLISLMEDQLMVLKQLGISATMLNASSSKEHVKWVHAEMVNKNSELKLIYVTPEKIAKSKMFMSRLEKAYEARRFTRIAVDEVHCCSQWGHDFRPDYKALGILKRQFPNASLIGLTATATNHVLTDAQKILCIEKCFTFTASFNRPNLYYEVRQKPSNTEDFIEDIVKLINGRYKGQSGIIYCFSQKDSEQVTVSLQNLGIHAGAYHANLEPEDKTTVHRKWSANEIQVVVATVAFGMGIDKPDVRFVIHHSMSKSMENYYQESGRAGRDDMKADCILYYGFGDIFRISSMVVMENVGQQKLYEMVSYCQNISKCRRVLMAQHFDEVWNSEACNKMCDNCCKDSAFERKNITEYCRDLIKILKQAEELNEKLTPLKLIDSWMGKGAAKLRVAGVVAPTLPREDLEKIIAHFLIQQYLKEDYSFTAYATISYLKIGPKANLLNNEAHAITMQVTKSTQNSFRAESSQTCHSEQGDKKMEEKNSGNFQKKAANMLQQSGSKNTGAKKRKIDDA
#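 RECQ1T1 50 nM; forked duplex (20 bp + 30-nt ss tails) 200 nM, ATP 2 mM final; pH 8.0, 2 mM MgCl2, 2.5 ug/ml poly(dI-dC); 15 min compound preincubation; discontinuous kinetic read over 2 h at RT.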
# Tau ThT inhib: inhibitors of human tau fibril formation, thioflavin T binding | Potency, µM (doses to about 57.4 µM), inactives show at the top dose activity, negative = inhibition, actives largely listed as inhibitors | 270,000 tested, 2.1% active | recombinant tau K18 P301L (four-repeat tau fragment), heparin-induced fibrillization, ThT fluorescence | P10636 | AID 1460; further: nearly all actives have a fitted effect of over 55% in size
# Target sequence (P10636 561-689 P618L limits assumed): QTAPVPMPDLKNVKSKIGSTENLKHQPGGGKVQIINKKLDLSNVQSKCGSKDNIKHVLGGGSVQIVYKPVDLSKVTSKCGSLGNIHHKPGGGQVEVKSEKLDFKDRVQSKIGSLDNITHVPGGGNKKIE
#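 K18 P301L tau (15 uM + 0.24 uM Alexa 594-tagged), heparin 20 uM, NaOAc pH 7, 6 h 37 C; ThT 30 uM, 1 h RT, ex 450/em 510 nm.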
# Tau fibril FP: blocks human tau fibril formation measured by polarization; P10636; K18 P301L tau heparin fibrillization, Alexa594 FP, 6 h; Potency, µM (top dose mostly 57.7 µM), inactives show top-dose activity, negative = inhibition, usual class: inhibitors; 280,000 tested, 0.39% active; further: nearly all actives have a fitted effect of over 55% in size
#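 Compound effects on tau fibrillization are measured by Alexa 594 fluorescence polarization (ex 555, em 632 nm). K18 P301L tau is used at 15 uM with 0.24 uM labeled tracer, and 20 uM heparin induces aggregation over 6 hr at 37 C.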
# TR SRC2 fluor cs: Texas Red fluorescence interference in TRb-SRC2 counter-screen. TRb/SRC2 Texas Red total fluorescence interference. Potency, µM (top dose mostly 106 µM), for the others: at the top dose fluorescence change, negative = quenching. 280,000 tested, 0.29% active; active means well fitted curve in either direction with a large enough effect; inconclusive means small, poorly fitted or top-dose-only effect
#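 Human TRβ ligand-binding domain (0.6 uM) and Texas Red SRC2 peptide (20 nM) in Tris buffer with 1 uM T3 and 5% DMSO were incubated with pinned compound for 5 hr at ambient temperature. Total fluorescence was computed as S + 2P (555/632 nm).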
# TRb-SRC2 inh: TRbeta-SRC2 interaction inhibition; AID 1469; 280,000 tested, 0.065% active; Potency, µM (highest dose often 106 µM), for inactives: at the top dose activity change, negative = inhibition, most hits filed as inhibitors; TRbeta-SRC2 peptide binding, fluorescence polarization; receptor liganded with 1 µM T3;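 further: plate controls were bound peptide for no effect and peptide without receptor for full effect; nearly all actives have a fitted effect of over 50% in size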
#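 Binding of a 20-amino-acid Texas Red SRC2 peptide (20 nM) to TRb ligand-binding domain (0.6 uM) with agonist T3 at 1 uM was followed by fluorescence polarization after a 5 hr room-temperature incubation.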
# KDM4E inh: blocks human JMJD2E demethylase activity. B2RXH2. JMJD2E catalytic domain, FDH-coupled NADH fluorescence (FDH is formaldehyde dehydrogenase). Potency, µM (titrated, usually from 57.1 µM), for the others: at the highest dose activity change, negative = inhibition, usual class: inhibitors. 230,000 tested, 1.6% active; active means well fitted inhibition curve with a large enough effect, not every such curve was filed as active; inconclusive means small, poorly fitted or top-dose-only effect, or another doubt; inactive means no such curve, though single readings can be large or run the other way;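 further: 0% = wells with enzyme and -100% = buffer wells without enzyme; nearly all actives have a fitted effect of over 50% in size; many of its hits are not listed in these tables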
# L3MBTL1 block: inhibitors of human L3MBTL1; Q9Y468; AlphaScreen L3MBTL1–H3K9me1 peptide binding; Potency, µM (titrated, usually from 57.1 µM), without a hit: at the top dose activity, negative = inhibition, actives largely listed as inhibitors; 230,000 tested, 0.66% active; AID 485360; further: nearly all actives have a fitted effect of over 60% in size
#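 Displacement of a biotinylated histone H3(1-15) peptide monomethylated at Lys9 (75 nM) from L3MBTL1 (50 nM) was measured by AlphaScreen after a 30 min room-temperature compound incubation; cefsulodin titration served as intraplate control.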
# Starred values were filed as active, the others as inactive; i = inactive; ? = inconclusive; · = not tested or not shown; & = joins results of further samples; [ ] = another dose, or the depositor's remark. Unless noted, the call rests on the fitted dose curve; in most records, active means well fitted curve in the direction sought with a large enough effect; inconclusive means small, poorly fitted or top-dose-only effect, or another doubt; inactive means no such curve, though single readings can be large; an effect the other way counts as inactive or inconclusive. Unless noted, on the % scale 0 is the no-effect control and ±100 the full control effect; potency means the concentration at half of the fitted maximal effect. These rows are one share of the data. The share of hits here may be higher or lower than overall.
SMILES,RGS12 GoLoco inh,RECQ1 helicase,Tau ThT inhib,Tau fibril FP,TR SRC2 fluor cs,TRb-SRC2 inh,KDM4E inh,L3MBTL1 block
CN(Cc1ccccc1)C(=O)COc1ccccc1,-14%,-4%,-5%,1%,1%,-16%,0%,-2%
COc1cc(OC)cc(C(=O)N[C@H](C(=O)OCC(=O)Nc2ccc(C(N)=O)cc2)C(C)C)c1,12%,-2%,-5%,-10%,2%,10%,10%,3%
CC(C)(C)OC(=O)N1CCC(c2nnc(SCc3ccccc3Cl)o2)CC1,·,·,?,9%,0%,9%,·,·
CN(NC(=O)c1ccccc1F)c1ncccc1[N+](=O)[O-],1%,-7%,·,-8%,-1%,2%,-10%,·
CCC1CCc2c(sc(NC(=O)C3c4ccccc4Oc4ccccc43)c2C(N)=O)C1 (centres undefined),3%,-6%,-9%,-15%,1%,5%,?,-11%
CN(C)c1ccc(CNC(=O)c2ccccc2NC(=O)c2nsc3ccccc23)cc1,·,·,-4%,4%,-2%,0%,·,·
COc1ccc(NC(=O)Nc2ccc(C)cc2OC(F)F)cc1OC,0%,0%,-25%,?,-4%,-6%,1%,-14%
COc1cccc(N2CCN(Cc3ccsc3)CC2)c1,12%,i,-15%,7%,1%,8%,-3%,·
Cc1c(Cl)cccc1NC(=O)c1ccc(NC(=O)N2CCSc3ncccc32)cc1,·,·,-17%,0%,2%,-9%,·,·
CCOC(=O)c1c(C)oc2ccc(OCC(=O)C(C)(C)C)cc12,-8%,-4%,-11%,10%,-4%,-5%,-7%,·
Cc1cc(C(=O)OCC(=O)NCc2ccccc2)c(C)o1,5%,i,4%,1%,3%,-1%,8%,-7%
CCC(C(=O)OCC(=O)Nc1ccc(SC(F)F)cc1)c1ccccc1 (centres undefined),3%,-14%,-13%,?,4%,4%,-2%,20%
CCOc1ccc(CNC(=S)N/N=C/c2ccncc2)cc1,-2%,-2%,-8%,-2%,-3%,-10%,-6%,2%
CC(CCc1ccccc1)NC(=O)Cc1ccccc1 (centres undefined),4%,i,-9%,-9%,0%,3%,2%,7%
Cc1nc(-c2ccc(S(=O)(=O)Nc3ccc(Cl)c(C(F)(F)F)c3)cc2)co1,·,·,7%,?,0%,-3%,·,·
Nc1cc(C(=O)c2cccs2)ccc1Cl,11%,-1%,-17%,3%,4%,-2%,-4%,1%
COc1ccc(-c2cc(CNC(=O)CN(C)Cc3ccccc3)on2)cc1,-5%,i,-7%,6%,1%,-2%,-3%,1%
COC(=O)CN(C#N)c1nc(NC(C)C)nc(OC)n1,12%,-1%,-7%,-7%,2%,-4%,7%,-18%
N#Cc1nc(-c2cccs2)oc1NCCN1CCOCC1,6%,-5%,1%,-2%,-6%,-1%,?,-1%
CC1(C)CC(N=c2cc(-c3ccccc3)oc3ccc(Cl)cc23)CC(C)(C)N1,8%,-8%,?,7%,-1%,-6%,-27%,·
CCCOC(=O)Nc1nc2ccccc2o1,25%,15%,-8%,-1%,2%,-3%,2%,-2%
COc1ccc2c(c1)-c1nc(NC(=O)c3cc(OC)c(OC)c(OC)c3)sc1CC2,·,·,-12%,4%,2%,2%,·,·
CC(C)C1Oc2ccccc2N(CC(=O)N(Cc2ccncc2)Cc2ccco2)C1=O (centres undefined),-2%,-2%,-14%,0%,1%,13%,6%,-11%
CCOc1ccc(CCNC(=O)CN2CCN(Cc3ccc(F)cc3)C2=O)cc1OCC,8%,-9%,-7%,1%,0%,7%,6%,·
S=c1[nH]nc(CSCc2ccccc2Cl)n1C1CCCCC1,8%,i,-13%,5%,-2%,3%,-4%,-19%
Cc1ccc(NC(=O)C2CCCN2S(=O)(=O)c2ccc3c(c2)n(C)c(=O)c(=O)n3C)cc1 (centres undefined),6%,5%,-8%&4%,4%&0%,-4%&-1%,4%&-9%,-22%,3%
CC(C)(C)NC(=O)NCC1CCCC1NC(=O)NC(C)(C)C (centres undefined),-4%,i,-1%,6%,2%,-2%,6%,·
CC1CCCC(NC(=O)COC(=O)c2c[nH]c(=O)[nH]c2=O)C1C (centres undefined),-8%,13%,-11%,-2%,-7%,-8%,-7%,·
COc1ccc(C(=O)Nc2cc(C)c(O)c(-c3nc4ccccc4s3)c2)cc1OC,·,·,2%,2%,0%,6%,·,·
CCOC(=O)c1c(NC(=O)c2ccc(S(=O)(=O)N3CCOCC3)cc2)sc2c1CCN(C)C2,10%,-3%,-5%,3%,-10%,-1%,13%,-3%

# Two compounds from above, showing only RECQ1 helicase and KDM4E inh:
mol,RECQ1 helicase,KDM4E inh
CC(C)(C)NC(=O)NCC1CCCC1NC(=O)NC(C)(C)C (centres undefined),i,6%
CCOc1ccc(CCNC(=O)CN2CCN(Cc3ccc(F)cc3)C2=O)cc1OCC,-9%,6%

# (more compounds)
SMILES,RGS12 GoLoco inh,RECQ1 helicase,Tau ThT inhib,Tau fibril FP,TR SRC2 fluor cs,TRb-SRC2 inh,KDM4E inh,L3MBTL1 block
O=C1c2cccc3cccc(c23)C(=O)N1/N=C/c1ccc(O)cc1O,9%,-9%,-9%,-9%,-4%,10%,8%,-9%
COc1ccccc1NC(=O)Cn1cnc2sc(C)c(S(=O)(=O)N3CCCCC3)c2c1=O,7%,-6%,-6%,-8%,1%,-2%,11%,14%
COC(=O)Cn1c(=O)c(C)nc2ccccc21,13%,0%,6%,0%,-5%,-7%,?,4%
C=CCNC(=O)c1cc(-c2ccc(Br)cc2)on1,12%,-1%,1%,-15%,-2%,-5%,2%,7%
O=C(O)CCC(=O)c1ccc2c(c1)OCCCO2,-2%,-5%,-6%,4%,3%,-4%,i,-1%
O=C(O)CCSc1ccccn1,-2%,i,-12%,-3%,-1%,-4%,-4%,-1%
Cc1ccc(C(=O)OCC(=O)Nc2ccc3[nH]c(=O)[nH]c3c2)cc1[N+](=O)[O-],-16%,-2%,?,-10%,0%,-6%,-5%,·
O=C(Nc1ccc(Br)cc1F)N1CC=C(c2c[nH]c3ccccc23)CC1,·,·,8.9µM*,-15%,0%,3%,·,·
NC(=S)Nc1ccccc1Br,-82%,-4%,-6%,-6%,-8%,-6%,-6%,52%[activator]
O=C(NCc1ccco1)c1ccc(Cn2c(=O)c3sccc3n(Cc3ccc(F)cc3)c2=O)cc1,-8%,-10%,-17%,-2%,1%,2%,-5%,0%
CCCCn1c(SCC(=O)Nc2cccc(OC)c2)nc2ccsc2c1=O,·,·,2%,-14%,3%,5%,·,·
CCC(Sc1nncn1C)C(=O)Nc1ccccc1OC (centres undefined),-7%,-5%,0%,1%,2%,-21%,-27%,-3%
O=C(CCCn1nnc2ccccc2c1=O)N[C@@H](Cc1ccccc1)C(=O)O,-4%,-4%,-3%,3%,-2%,-3%,6%,1%
O=C(Nc1cccc(NC(=O)c2ccco2)c1)c1ccc2c(c1)OCO2,4%,-9%,?,0%,-7%,4%,-3%,-2%
COc1ccc(CC2(CO)CCN(S(=O)(=O)c3c(C)nn(C)c3Cl)CC2)cc1,-14%,i,-11%,-3%,-3%,-5%,-8%,18%
CCC1CCCCN1C(=O)Cn1c(C(=O)OC)cc2sc(Cl)cc21 (centres undefined),4%,-16%,-7%,-12%,-1%,1%,-1%,12%
CCc1cc2c(nc1CC)CCN(CC/C(C)=N/O[C@@H](C)CN1CCCCc3nc(C)c(C)cc31)C2,·,9%[11.5 µM],-17%[11.5 µM],-10%[11.6 µM],-5%[11.2 µM],-4%[11.2 µM],·,·
Cc1cccc(Oc2ccc(N)cc2)c1,11%,-20%,-18%,15%,-2%,-2%,7%,·
O=C(Nc1ccccc1Cl)c1cc(S(=O)(=O)N2CCOCC2)cs1,-14%,0%,-5%,0%,-1%,-6%,7%,·
Cc1[nH]c2c(C)cccc2c1CCNC(=O)c1cc2ccccc2oc1=O,·,·,-18%,-5%,1%,0%,·,·
Cc1c(NC(=O)c2cc(-c3cccs3)nc3ccccc23)c(=O)n(-c2ccccc2)n1C,9%,-2%,-11%,3%,-2%,-3%,?,1%
Cn1c(NCC2CCCO2)nc2c1c(=O)n(Cc1ccccc1)c(=O)n2C (centres undefined),3%,-2%,-5%,8%,-7%,-3%,-3%,2%
Cc1oc(-c2ccccc2Cl)nc1CN1CCCCC1CO (centres undefined),21%,i,-13%,-5%,-2%[53 µM],-1%[53 µM],5%,-6%
Brc1cccc(-c2nnn3c2nc(N2CCCCC2)c2ccccc23)c1,·,·,-12%,-1%,-1%,-4%,·,·
Cc1c(NC(=O)CSc2nnc(C(C)Oc3ccc(Cl)cc3)n2-c2ccccc2)c(=O)n(-c2ccccc2)n1C (centres undefined),8%,-7%,0%,9%,-5%,-4%,10%,-5%
NC(=O)c1cnn2c(C(F)(F)F)cc(-c3ccc(F)cc3)nc12,8%,i,0%,1%,-19%,4%,?,36%[activator]
Cc1ccc(C(=O)CSc2nnc(-c3c[nH]c4ccccc34)o2)cc1,6%,3%,?,?,0%,2%,-4%,12%
CCn1c(COc2ccc(C)cc2)nnc1SCc1ccc(C#N)cc1,5%,i,-5%,5%,0%,-2%,5%,4%
COc1ccc(NC(=O)CSC2=Nc3ccccc3C3=NC(CCC(=O)NC4CCCCC4)C(=O)N23)cc1Cl (centres undefined),·,·,-3%,-1%,-1%,-6%,·,·
O=C(Oc1ccccc1C(=O)Nc1ccccc1)c1ccc(Br)c([N+](=O)[O-])c1,-1%,-1%,10µM*,?,-1%,-10%,-26%,-9%
Cn1c(C(=O)N2CCCC(C(=O)O)C2)cc2sccc21 (centres undefined),-11%,-4%,-3%,-2%,0%,-1%,3%,·
Cc1cc(NC(=O)COc2ccc(Cl)cc2Cl)n(CCC#N)n1,5%,-5%,-3%,-2%,-5%,-2%,-1%,-1%
CC1(C)Nc2ccccc2C(=O)N1NC(=O)c1ccccc1,-12%,2%,-4%,-7%,-4%,-4%,?,·
COc1ccc(OC)c(-c2cnc(OC(C)(C)C)nc2OC(C)(C)C)c1,4%,-5%,-4%,-1%,0%,1%,-14%,-16%
Cc1ccc(C(C)C)cc1OCC(=O)N/N=C/c1ccc2c(c1)OCCO2,14%,i,?,-10%,-2%,5%,-8%,-15%
